IEC-6 cytotox: kills IEC-6 intestinal cells in KLF5 counter-screen; AID 1825; 290,000 compounds, 0.78% hits; inhibition, % at 5 µM; IEC-6 cytotoxicity, luminescence viability; in the data active = inhibition above about 22%;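 note: 0% = plate median of test compound wells and 100% = cytotoxic reference compound wells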
HSP90 refold inh: blocks HSP90-mediated luciferase refolding in reticulocyte lysate. Rabbit reticulocyte lysate, luciferase refolding luminescence, 3 h. inhibition, % at 5.6 µM. 290,000 compounds, 0.91% hits;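 active = inhibition above the screen-wide mean plus 3 SD, computed separately per campaign, cut at about 16% in these data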;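 note: 0% = DMSO wells and 100% = 60 µM geldanamycin wells; inhibitors lower the luminescence because luciferase stays unfolded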
PolyA inh: blocks polyadenylation in yeast reporter cells. S. cerevisiae SKY197-pL101 polyadenylation reporter, beta-gal luminescence; efflux-impaired pdr1/pdr3 knockout yeast; score 100 = 6 SD above DMSO. calls only at 12 µM. 300,000 compounds, 0.02% hits. AID 1875;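 active = lowest replicate activity score at least 50, where 100 means six control SD above control mean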;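 note: yeast exposed to compound for 9 h at 30 °C; higher score means more reporter readthrough which indicates perturbed polyadenylation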
aSyn UTR inh: MLPCN primary screen, SNCA 5' untranslated region; AID 1813; inhibition, % (tested at 7.5 µM); 300,000 compounds, 0.82% hits; alpha-synuclein 5'UTR reporter, inhibitor activity; in the data active = inhibition above about 60%;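 note: H4 neuroglioblastoma cells stably carrying SNCA 5'UTR luciferase fusion; 0% = DMSO wells and 100% = positive control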
HSF1 inhib: HSF1 inhibition; NIH3T3-HGL HSE-luciferase, MG132-induced, luminescence 8 h; hits give low values; activity change, negative = inhibition, % at 7.5 µM (by protocol); 300,000 compounds, 0.77% hits;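 active = more than half of replicate wells show activity change below -50%, luminescence cut by over half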;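 note: luciferase reports HSF-1 transcriptional activity via heat shock element; 0% = median of DMSO wells and -100% = zero luminescence signal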
GSK3 alpha inh: blocks human GSK-3 alpha kinase; P49840; ADP-Glo luminescence, 60 min; inhibition, % at 10 µM; 320,000 compounds, 0.1% hits; AID 2650;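 in the data active = inhibition above about 50%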;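 note: GST-tagged GSK-3 alpha with peptide substrate and 25 µM ATP; 0% = DMSO neutral wells and 100% = GW8510 positive control wells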
Target sequence (P49840 whole entry, looked up): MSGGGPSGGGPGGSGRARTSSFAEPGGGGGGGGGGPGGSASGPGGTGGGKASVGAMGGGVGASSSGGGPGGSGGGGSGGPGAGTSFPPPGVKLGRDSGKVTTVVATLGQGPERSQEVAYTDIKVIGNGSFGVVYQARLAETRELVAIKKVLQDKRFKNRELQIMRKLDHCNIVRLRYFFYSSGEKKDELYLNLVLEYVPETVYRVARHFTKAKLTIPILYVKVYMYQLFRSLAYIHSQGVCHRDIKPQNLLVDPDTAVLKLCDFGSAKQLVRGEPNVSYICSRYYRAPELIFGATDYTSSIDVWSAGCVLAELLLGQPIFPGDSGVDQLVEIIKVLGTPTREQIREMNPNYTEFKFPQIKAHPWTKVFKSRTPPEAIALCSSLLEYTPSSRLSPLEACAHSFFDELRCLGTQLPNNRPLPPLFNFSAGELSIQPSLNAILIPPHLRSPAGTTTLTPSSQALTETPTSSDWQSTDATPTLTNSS
HSF1 activator: increases HSF-1 driven luciferase reporter signal | NIH3T3-HGL HSF-1 luciferase reporter, MG132, 8 h; 100% = twice DMSO control signal | activation, % at 9 µM | 300,000 compounds, 1.7% hits | AID 504408;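 active = mean replicate activation of at least 50% with a set share of replicates each reaching 50%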;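 note: 0% = median of the neutral control wells and 100% = twice that signal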
GSK3B inh: blocks human GSK3beta kinase activity; P49841; GST-GSK3beta kinase, ADP-Glo luminescence, 60 min; hits give low values; activity score (negative = inhibition), % at 10 µM; 300,000 compounds, 0.038% hits; AID 2097;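 active = more than half of replicate wells score below -50%, meaning over 50% inhibition versus plate controls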;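 note: 0% = median DMSO wells and -100% = median GW8510 positive control wells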
Target sequence (P49841 whole entry, looked up): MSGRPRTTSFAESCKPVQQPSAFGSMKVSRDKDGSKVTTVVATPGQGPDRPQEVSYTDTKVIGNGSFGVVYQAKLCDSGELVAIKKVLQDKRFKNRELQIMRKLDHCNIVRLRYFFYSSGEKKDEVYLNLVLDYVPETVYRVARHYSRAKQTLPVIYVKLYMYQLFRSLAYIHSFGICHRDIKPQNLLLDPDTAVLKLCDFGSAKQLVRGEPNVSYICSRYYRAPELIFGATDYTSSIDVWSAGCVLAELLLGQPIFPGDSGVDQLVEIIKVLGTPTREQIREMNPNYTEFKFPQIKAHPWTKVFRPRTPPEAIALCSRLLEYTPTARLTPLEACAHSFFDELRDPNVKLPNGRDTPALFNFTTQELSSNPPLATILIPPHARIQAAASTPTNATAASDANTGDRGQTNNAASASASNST
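Test system – GST-tagged human GSK3beta kinase, cell-free · Incubation – 60 min enzyme reaction, room temperature · Signal – ADP-Glo luminescence · Also added – peptide substrate and ATP at 25 µM · Controls – DMSO neutral wells and GW8510 at 20 µM as positive · Buffer or medium – Tris/MgCl2 kinase buffer · Measure – Luminescence-derived activity versus plate DMSO and GW8510 wells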
AI-2 QS modul: Vibrio harveyi AI-2 quorum sensing modulation; Vibrio harveyi JMH597 AI-2 luminescence/OD600 ratio, 9 h; hits give low values; strain lacks LuxN and CqsS sensors; 0 = neutral-control median; activity change, % at 7.5 µM; 300,000 compounds, 0.4% hits; AID 2094; in the data active = activity change below about -75%, passing the limit was not always enough;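 note: luminescence divided by OD600 gain over 9 h not by final OD600 alone; inactives centre near 13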
KLF5 inhibitor: kruppel-like factor 5 inhibition. DLD-1 KLF5 promoter-luciferase reporter, luminescence. inhibition, % at 5 µM. 290,000 compounds, 0.23% hits. AID 1700;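 active = inhibition above a per-plate limit of that plate's mean compound inhibition plus 3 SD, cut at about 60% in these data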;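 note: 0% = DMSO wells and 100% = LY294002 at 200 µM; higher means less KLF5 promoter-driven luciferase light; inactives centre near -14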
The depositor's hits bear a star; i = inactive; . = no result given. These rows are one share of the data; count on the stated rates, not on these rows.

SMILES | IEC-6 cytotox | HSP90 refold inh | PolyA inh | aSyn UTR inh | HSF1 inhib | GSK3 alpha inh | HSF1 activator | GSK3B inh | AI-2 QS modul | KLF5 inhibitor
CCOC(=O)COc1ccc(S(=O)(=O)NCCC2=CCCCC2)cc1 | 1.9 | -3.8 | i | 18.0 | 4.1 | -3.5 | 2.9 | 1.9 | 15.2 | 1.9
O=C(NCc1ccc(F)cc1)C1CCCN1C(=O)Nc1ccc(F)cc1 (stereo unspecified) | 4.0 | -1.6 | i | -6.6 | -1.3 | . | -12.4 | 0.0 | 5.1 | -17.3
CC1=Nc2cccc3cccc(c23)N1 | -6.0 | 4.0 | i | -0.1 | -8.7 | -2.0 | 9.8 | -1.7 | 11.4 | -0.7
CCN(c1ccccc1)S(=O)(=O)c1ccc(C(=O)Nc2nnc(CSC)o2)cc1 | 9.5 | -1.2 | i | 20.6 | -2.7 | -0.5 | -5.0 | 2.9 | 26.5 | 27.3
COc1ccc(OC)c(NC(=O)CS(=O)(=O)c2cn(CC(=O)N3CCOCC3)c3ccccc23)c1 | 4.7 | 2.5 | i | -3.2 | 2.0 | 1.1 | 9.7 | 1.8 | -0.9 | -46.0
CCN(Cc1ccc(OC)c(COC)c1)CC1CCCN(CCc2cccc(F)c2)C1 (stereo unspecified) | 1.2 | 1.6 | i | -24.7 | -16.9 | -4.5 | -5.7 | -0.6 | 0.7 | -11.1
O=C(/C=C\Nc1ccc2c(c1)OCO2)c1ccccn1 | -6.8 | 71.3* | i | 117.6* | -71.7* | . | -70.9 | -2.2 | 9.5 | -0.7
Cc1ccc(/C=N/NC(=O)c2c(C)nc3ccc(Br)cn23)cc1 | 68.7* | 1.4 | i | 80.5* | 8.3 | -1.3 | 8.0 | 1.0 | 15.9 | 63.4*
CCC(c1nnc(SCC(=O)Nc2cc(S(C)(=O)=O)ccc2Cl)n1Cc1ccccc1)N(C)C (stereo unspecified) | -0.9 | 1.7 | i | -12.4 | -7.4 | 2.4 | 0.7 | -0.1 | -6.0 | -34.0
CN1CCOCCOCCN(C)C(=O)N2CCOCCOCCN(CCOCC2)C1=O | -6.3 | -3.7 | i | 27.6 | 3.0 | -2.5 | 4.5 | 4.5 | 20.5 | 5.7
COCCCNC(=S)N1CCC(C(=O)c2ccc3c(c2)OCCO3)CC1 | 2.0 | 0.5 | . | -9.7 | -1.7 | 1.2 | 4.7 | 2.8 | 0.9 | -22.3
COC(=O)c1sccc1S(=O)(=O)NCc1ccc(S(N)(=O)=O)cc1 | 4.8 | -0.5 | i | -0.6 | -3.3 | 1.1 | -1.0 | 0.7 | 25.0 | -30.6
CCCCOc1ccc(CONS(=O)(=O)c2ccc(NC(C)=O)cc2)cc1Cl | 3.0 | -1.6 | i | -5.7 | -7.0 | -1.5 | 10.3 | -1.3 | 26.6 | -2.1
O=C(CCl)Nc1ccc(S(=O)(=O)Nc2nccs2)cc1 | -2.8 | 6.2 | i | -13.3 | -24.6 | -2.4 | -40.8 | 0.5 | -26.4 | -27.5
Cn1c(=O)[nH]c(=O)c2c1nc(SCCO)n2Cc1ccccc1Cl | -1.4 | -2.4 | i | 30.8 | 3.7 | -1.5 | 12.1 | 1.3 | 9.4 | -15.5
CCCCn1c(N)c(N(CCC(C)C)C(=O)c2ccc([N+](=O)[O-])o2)c(=O)[nH]c1=O | -4.1 | -4.0 | i | -2.2 | 12.4 | -2.0 | 10.3 | -1.4 | 16.9 | -5.3
CCc1ccc(C(=O)c2cncc(Br)c2)cc1 | -1.3 | 2.5 | i | -63.0 | -7.0 | -2.8 | 7.9 | -0.7 | 16.4 | -7.7
CN(C)CCCn1c2c(c(SCC(=O)Nc3cccc4ccccc34)nc1=O)CCCC2 | . | . | i | -5.3 | -3.8 | -2.1 | -6.1 | -2.5 | 9.4 | .
Cc1cccc(NC(=O)CSc2nsc(SCC(=O)Nc3cccc(C)c3)c2C#N)c1 | -1.4 | 4.0 | i | -11.5 | 20.2 | -2.3 | 41.3 | -0.1 | 15.6 | 4.5
CCN(CC)S(=O)(=O)c1ccc2oc(SCc3ccc(F)cc3)nc2c1 | -1.8 | -0.7 | i | -0.9 | -4.5 | -0.2 | -0.5 | -2.3 | 38.4 | -16.3
O=C(COc1ccc([N+](=O)[O-])cc1)NCC(c1cccs1)N1CCOCC1 (stereo unspecified) | . | . | i | 4.9 | 0.2 | -0.9 | 24.9 | 2.5 | -7.3 | .
O=C(NCCc1ccc(Cl)cc1)C1CCN(C(=O)N2CCOc3ccccc32)CC1 | -1.9 | 5.5 | i | 10.0 | -4.4 | -5.8 | -18.3 | -1.3 | 17.2 | 13.7
C=CCNc1cc(N2CCCC2)ccc1[N+](=O)[O-] | 6.9 | 3.2 | i | 34.5 | 4.5 | . | -15.5 | -0.1 | 25.5 | -3.5
O=C(OCN1C(=O)C(=O)c2ccccc21)c1ccc(Cl)cc1 | -0.4 | -4.5 | i | 2.7 | -3.3 | -0.9 | 3.9 | -0.3 | 44.6 | -8.2
O=C(CSc1nc2ccccc2o1)NCCOc1ccccc1 | 3.9 | 1.8 | i | 6.3 | 1.8 | -3.4 | -1.5 | 9.6 | 8.3 | -2.0

aSyn UTR inh: what is marked active above.
structure | HSP90 refold inh | PolyA inh | aSyn UTR inh | HSF1 inhib | GSK3 alpha inh | HSF1 activator | GSK3B inh | AI-2 QS modul | KLF5 inhibitor
O=C(/C=C\Nc1ccc2c(c1)OCO2)c1ccccn1 | 71.3* | i | 117.6* | -71.7* | . | -70.9 | -2.2 | 9.5 | -0.7
Cc1ccc(/C=N/NC(=O)c2c(C)nc3ccc(Br)cn23)cc1 | 1.4 | i | 80.5* | 8.3 | -1.3 | 8.0 | 1.0 | 15.9 | 63.4*

Further entries:
SMILES | IEC-6 cytotox | HSP90 refold inh | PolyA inh | aSyn UTR inh | HSF1 inhib | GSK3 alpha inh | HSF1 activator | GSK3B inh | AI-2 QS modul | KLF5 inhibitor
Cc1ccc(/C=C/C(=O)OC(C)C(=O)NC2CCCCC2C)o1 (stereo unspecified) | . | . | i | 17.7 | -6.4 | -0.3 | -3.4 | 2.8 | 8.0 | .
COc1ccc(N2CCN(CCCNC(=O)C(=O)c3c(C)[nH]c4ccccc34)CC2)cc1 | 1.1 | 0.8 | i | -14.9 | -10.5 | 0.8 | -0.9 | 2.4 | 40.3 | -26.2
CCN(Cc1cc(=O)[nH]c2ccccc12)C(=O)C(C)C | -1.1 | -1.3 | i | 8.6 | -0.7 | . | -1.1 | -0.1 | 13.4 | -10.2
CCn1c(COc2ccccc2C)nnc1SCC(=O)NCc1ccccc1 | -0.2 | 2.5 | i | 19.6 | 4.6 | -2.1 | 5.8 | 1.3 | 25.4 | -12.5
O=C(CCC(=O)OCc1cccc(C(=O)Oc2ccccc2)c1)Nc1cccc2ccccc12 | -4.8 | 1.4 | i | -31.6 | -8.2 | -0.7 | -2.1 | -0.6 | 14.1 | -34.9
COc1ccccc1NC(=O)c1ccc(S(=O)(=O)N2CCCC2)cc1 | 8.1 | -1.3 | i | 20.1 | 0.7 | -0.2 | 10.4 | -1.2 | 20.3 | 3.3
CSc1ccc(CN2CCC(N3CC(C)OC(C)C3)CC2)cc1 (stereo unspecified) | -8.1 | 3.4 | i | 4.1 | -3.2 | 1.0 | 2.0 | . | . | -15.6
COC(=O)C1=C(C)NC(C)=C(C(=O)OC)C1c1ccccn1 | 0.0 | 0.5 | i | 4.4 | -3.3 | -1.9 | -6.4 | 0.6 | 20.1 | -16.0
Cc1ccc(S(=O)(=O)Cc2cn3cccnc3n2)cc1 | -2.1 | 0.8 | i | -3.7 | -4.0 | . | -0.6 | 1.1 | 12.2 | 5.9
O=c1cc(C(F)(F)F)oc2c1ccc1ccccc12 | -3.4 | 1.7 | i | -6.5 | 2.0 | -0.9 | -1.3 | 4.4 | 17.7 | -11.3
Cc1ccc(Cl)cc1N1CCN(S(=O)(=O)c2cn(C)cn2)CC1 | 2.9 | 4.8 | i | -12.0 | 2.7 | -0.3 | 8.1 | 3.2 | 32.9 | -9.1
N#C/C(=C/c1ccc(Br)o1)C(N)=S | -15.9 | 0.2 | i | -13.2 | -2.1 | 0.1 | 7.7 | -7.7 | -9.1 | 0.0
CC(=O)O/N=C/c1c(C)c(C=O)n2ccccc12 | -1.5 | -1.3 | i | 7.5 | 2.9 | 3.9 | 27.9 | -7.3 | 23.3 | -7.8
Cc1ccc(Nc2nc3c(s2)CCC3)c(C)c1 | 5.7 | 1.5 | i | -7.7 | -5.5 | 0.4 | -8.0 | -1.6 | 29.4 | -22.3
Cc1cccc(OCC(=O)OC(C)CN2CCCCC2)c1 (stereo unspecified) | -4.5 | 3.2 | i | -6.0 | -10.3 | -0.5 | -3.6 | 0.4 | 6.6 | -27.7
CCN1C(=O)C(O)(CC(=O)c2cccc(-n3cccc3)c2)c2ccccc21 (stereo unspecified) | -3.3 | -5.6 | i | -17.4 | 5.5 | -0.9 | 6.3 | -1.0 | -2.5 | -9.7
CC(=O)Nc1sc(N/N=C\c2ccc(O)cc2)nc1-c1cccs1 | -13.5 | -0.7 | i | -100.0 | 0.1 | 8.7 | -7.2 | -11.1 | 12.5 | -45.7
O=S(=O)(c1ccc(F)cc1)N1CCN(CCc2ccccc2)CC1 | 0.6 | -5.1 | i | 7.7 | -2.1 | 0.6 | 12.7 | 0.3 | 10.3 | -16.8
CNC(=O)COC(=O)c1[nH]c(C)c(C(C)=O)c1C | 0.4 | -2.2 | i | -10.7 | 3.0 | 0.5 | -13.5 | 0.5 | 18.5 | -4.7
O=C(NNC(=O)c1cccs1)Nc1cccc(Cl)c1 | -1.1 | -8.4 | i | 3.2 | -5.1 | -1.6 | 3.9 | 0.6 | -19.2 | -49.3
O=C(CNC(=O)c1ccc([N+](=O)[O-])cc1)N/N=C/c1c[nH]c2ccccc12 | -1.2 | -3.2 | i | 18.5 | -1.8 | 0.4 | 2.8 | -0.7 | 25.4 | -12.4
CC(C)c1ccc(NC(=O)CSc2n[nH]c(=O)n2-c2ccc3c(c2)OCCO3)cc1 | 1.4 | 1.0 | i | -8.7 | -3.2 | 3.2 | 17.6 | -1.8 | 13.7 | -13.2
Cc1cc(C)cc(N=c2c([N+](=O)[O-])nn(-c3cccc(Cl)c3)n2O)c1 | 9.5 | 1.8 | i | -65.5 | 5.1 | -0.4 | -1.8 | 0.0 | 63.3 | 6.9
CCOC(=O)N1CCN(C2CCCN(C(=O)c3cccc(Cl)c3)C2)CC1 (stereo unspecified) | 0.0 | -1.1 | i | 0.2 | -4.7 | -2.8 | -2.0 | -1.8 | 12.9 | -13.1
Cc1ccc(S(=O)(=O)CCSc2nc(C)cc(C(F)(F)F)c2C#N)cc1 | -0.8 | 0.8 | i | -35.3 | 3.0 | -0.1 | 26.6 | -4.2 | 24.5 | -30.2
Cc1cc(C(=O)CN2C(=O)NC3(CCCCC3)C2=O)c(C)n1Cc1ccc2c(c1)OCO2 | -3.2 | -2.5 | i | -44.8 | 30.4 | -0.8 | 28.3 | 0.0 | 19.9 | -75.6

Screening data (PubChem)
